Screens deposited in PubChem BioAssay by Fisher Drug Discovery Resource Center.
mcGAS inh = cyclic GMP-AMP synthase inhibitors, mouse, primary biochemical chemiluminescence | recombinant cGAS, Kinase-Glo ATP depletion luminescence | inhibition, % at 12.5 µM | actives 0.15% (n = 160,000) | AID 1259399, 2018;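 further: 0% = negative control wells and 100% = reference inhibitor with no enzyme activity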
NPYLR7 agonist = agonists of mosquito NPYLR7 receptor, primary screen, cell-based, Aedes aegypti, calcium fluorescence, mosquito biting behavior | activation, % at 10 µM | HEK293T NPYLR7/Galpha15, GCaMP6s calcium fluorescence | AID 1259423, 2018 | actives 0.15% (n = 270,000); in the data active means activation above about 40%;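 further: 0% = vehicle and 100% = reference agonist at the receptor; some compounds past the cut are filed as inactive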
hcGAS lum = Primary biochemical luminescence assay for human cyclic GMP-AMP synthase inhibitors; actives 0.081% (n = 290,000); Q8N884; recombinant h-cGAS, ATP depletion, Kinase-Glo luminescence; inhibition, % at 12.5 µM;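 further: 0% = vehicle reaction and 100% = reaction without DNA for no activity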
Target sequence (Q8N884 whole entry, looked up): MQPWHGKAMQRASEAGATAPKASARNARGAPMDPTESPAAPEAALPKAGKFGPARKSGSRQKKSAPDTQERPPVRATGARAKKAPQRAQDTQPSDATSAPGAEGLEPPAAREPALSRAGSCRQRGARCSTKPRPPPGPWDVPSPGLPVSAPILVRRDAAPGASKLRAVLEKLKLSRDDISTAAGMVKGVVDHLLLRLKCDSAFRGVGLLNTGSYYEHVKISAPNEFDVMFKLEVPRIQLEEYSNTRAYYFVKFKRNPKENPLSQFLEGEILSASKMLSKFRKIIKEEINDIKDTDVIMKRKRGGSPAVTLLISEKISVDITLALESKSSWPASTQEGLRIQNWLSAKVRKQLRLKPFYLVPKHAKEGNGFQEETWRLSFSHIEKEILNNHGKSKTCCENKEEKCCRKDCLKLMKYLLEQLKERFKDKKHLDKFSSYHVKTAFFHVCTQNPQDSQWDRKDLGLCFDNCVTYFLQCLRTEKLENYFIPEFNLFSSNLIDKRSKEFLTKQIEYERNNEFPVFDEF
An asterisk follows results filed as active; · = not tested or not shown. Unless noted, no stated cut-off is given here; in the data, active means inhibition above about 40%; inactive means the rest. Random draw from the library. About 0.26% of those tested had a hit in this group.

A first look, 19 compounds:
SMILES	mcGAS inh	NPYLR7 agonist	hcGAS lum
Cc1oc(C(C)(C)C)cc1C(=O)NCCC(=O)N1CCC(C(=O)N2CCOCC2)CC1	-4	16	1
Cc1nc2c(c(N(C)C)n1)CCN(S(=O)(=O)N1CCOCC1)C2	·	6	-6
CCN=C1SC(C(=O)Nc2ccc(C(=O)OC)cc2)CC(=O)N1CC (stereo not given)	-6	-9	-4
COc1cccc(C(=O)Nc2ccc(Nc3ccc(-n4cccn4)nn3)cc2)c1OC	-10	-7	-3
COC(=O)CCCC(=O)N1CCN(CC(OCc2ccc(C#N)cc2)c2cccc(N3CCCC3)c2)CC1 (stereo not given)	-7	·	-8
COc1ccc(S(=O)(=O)Nc2ccc(N(C)C)c(CN(Cc3ccccc3)C(=O)c3ccccc3Cl)c2)cc1	-7	·	-9
Cc1nn(-c2ccc(Cl)cc2)cc1C(=O)NN1CCOCC1	·	-5	3
CCc1ccc(C(=O)Nc2ccc(N3CCCC3)c(C(=O)NCC(C)C)c2)cc1	-9	-6	-12
CC1=C(Cc2cn(C(C)c3nncn3C(C)C)nn2)C(C)(C)CCC1 (stereo not given)	·	21	-9
CN1CCN2C[C@@H](NC(=O)c3nc4ccccc4[nH]3)C[C@H]2C1	·	4	4
CCOC(=O)C1CCCN(CC(=O)N2N=C(c3ccccc3Cl)CC2c2ccc(OC)cc2OC)C1 (stereo not given)	-4	-1	-3
OC1CCCc2c1[nH]c1ccc(Br)cc21 (stereo not given)	1	17	4
COc1ccc(/C=C2\C(=O)NN=C2N)cc1	·	10	-5
CCOc1ccc(-n2nnnc2CN2CCN(S(=O)(=O)c3cccc(F)c3)CC2)cc1	-7	-3	-4
C/C=C(\C)C(=O)Nc1sc(C(C)c2ccccc2)cc1C(=O)OCC (stereo not given)	-5	6	-4
CN(Cc1nnsc1Cl)C(c1ccccc1)C(F)(F)F (stereo not given)	·	-3	-7
CCOC(=O)C(CC)(CCC(=O)OC)c1csc(Nc2ccccc2O)n1 (stereo not given)	·	1	-6
CCC(NC(=O)C1CC12CCOCC2)c1ccc(Cl)cc1 (stereo not given)	·	-7	-2
O=c1[nH]c(=O)n(-c2ccc(Cl)cc2)c(O)c1C=C1C=Nc2ccccc21	-3	-4	3

The listing, from the start:
SMILES	mcGAS inh	NPYLR7 agonist	hcGAS lum
Cc1oc(C(C)(C)C)cc1C(=O)NCCC(=O)N1CCC(C(=O)N2CCOCC2)CC1	-4	16	1
Cc1nc2c(c(N(C)C)n1)CCN(S(=O)(=O)N1CCOCC1)C2	·	6	-6
CCN=C1SC(C(=O)Nc2ccc(C(=O)OC)cc2)CC(=O)N1CC (stereo not given)	-6	-9	-4
COc1cccc(C(=O)Nc2ccc(Nc3ccc(-n4cccn4)nn3)cc2)c1OC	-10	-7	-3
COC(=O)CCCC(=O)N1CCN(CC(OCc2ccc(C#N)cc2)c2cccc(N3CCCC3)c2)CC1 (stereo not given)	-7	·	-8
COc1ccc(S(=O)(=O)Nc2ccc(N(C)C)c(CN(Cc3ccccc3)C(=O)c3ccccc3Cl)c2)cc1	-7	·	-9
Cc1nn(-c2ccc(Cl)cc2)cc1C(=O)NN1CCOCC1	·	-5	3
CCc1ccc(C(=O)Nc2ccc(N3CCCC3)c(C(=O)NCC(C)C)c2)cc1	-9	-6	-12
CC1=C(Cc2cn(C(C)c3nncn3C(C)C)nn2)C(C)(C)CCC1 (stereo not given)	·	21	-9
CN1CCN2C[C@@H](NC(=O)c3nc4ccccc4[nH]3)C[C@H]2C1	·	4	4
CCOC(=O)C1CCCN(CC(=O)N2N=C(c3ccccc3Cl)CC2c2ccc(OC)cc2OC)C1 (stereo not given)	-4	-1	-3
OC1CCCc2c1[nH]c1ccc(Br)cc21 (stereo not given)	1	17	4
COc1ccc(/C=C2\C(=O)NN=C2N)cc1	·	10	-5
CCOc1ccc(-n2nnnc2CN2CCN(S(=O)(=O)c3cccc(F)c3)CC2)cc1	-7	-3	-4
C/C=C(\C)C(=O)Nc1sc(C(C)c2ccccc2)cc1C(=O)OCC (stereo not given)	-5	6	-4
CN(Cc1nnsc1Cl)C(c1ccccc1)C(F)(F)F (stereo not given)	·	-3	-7
CCOC(=O)C(CC)(CCC(=O)OC)c1csc(Nc2ccccc2O)n1 (stereo not given)	·	1	-6
CCC(NC(=O)C1CC12CCOCC2)c1ccc(Cl)cc1 (stereo not given)	·	-7	-2
O=c1[nH]c(=O)n(-c2ccc(Cl)cc2)c(O)c1C=C1C=Nc2ccccc21	-3	-4	3
CC(=O)c1ccc(N=Nc2sc3ccccc3c2O)cc1	-12	-2	-27
O=C(NCCNC(=O)C1CCN(C(=O)c2cccc(F)c2)CC1)c1ccccc1	-4	0	-1
Cc1ccsc1CN(Cc1cccc(C(F)(F)F)c1)Cc1nc(C(=O)NCC(C)C)co1	0	-6	4
CCOc1ccc(OCC)c(-c2c[n+](=O)c3c(n2[O-])CCCC3)c1	·	8	-7
O=S(=O)(CCC(F)(F)F)NCc1cnn2ccccc12	-12	3	-3
CC1(C(=O)NS(=O)(=O)Cc2ccccc2C(F)(F)F)CCN1C(=O)Cc1cccs1 (stereo not given)	-2	-1	-5
CC1CC1c1ccc(/C=C/C(=O)Nc2nc(C3CC3)cs2)o1 (stereo not given)	·	3	-11
CN1C(c2cc(Br)ccc2OC(F)F)Nc2ccccc2S1(=O)=O (stereo not given)	·	3	-3
COc1cc(C2SC(C)C(=O)N2Cc2ccccc2)cc(OC)c1OC (stereo not given)	2	7	3
CN(c1ncccc1C(=O)N1CCCC(O)(CO)CC1)C1CCCCC1 (stereo not given)	·	9	1
CC1NCCN(c2cccc(F)c2)C1=O (stereo not given)	·	-2	-5
Cc1ccc(CN2CCN(Cc3c[nH]c4ccccc34)CC2CCO)o1 (stereo not given)	·	5	1
Cc1cc(N(Cc2ccco2)C2CC2)n2nc(C(F)(F)F)nc2n1	·	3	-13
CCNC(=O)c1sc(=S)n(CC)c1N	·	0	16
CC(NC(=O)c1ccccc1OC(F)F)c1ccc(-n2ccnc2)cc1 (stereo not given)	·	-2	-7
CCOC(=O)C1CCN(c2cc(C)nn3cnnc23)CC1	-5	0	-3
Cc1cc(C)c2nc(N(Cc3cccnc3)C(=O)c3ccc([N+](=O)[O-])o3)sc2c1	0	-19	1
C=CCc1c(C)c(C#N)c2nc3ccccc3n2c1NCc1ccccn1	·	10	-8
Cc1cc(OCc2nc(C(=O)NCC(C)C)cs2)ccc1Cl	-6	23	-4
Clc1ccccc1CN1C2=NCCN2c2ccccc21	-3	6	-2
N#CCc1c(C#N)c(N)nc(N2CCCc3ccccc32)c1C#N	·	1	-3
C=Cc1ccc(S(=O)(=O)N2CCCN(Cc3cc(=O)c(OCc4ccc(C(C)(C)C)cc4)co3)CC2)cc1	-6	12	-3
Cc1ccc(Cl)cc1S(=O)(=O)NCC(c1cccn1C)N1CCOCC1 (stereo not given)	-4	12	-4
CSCCC(NC(=O)c1ccccc1Br)C(=O)N1CCc2ccccc21 (stereo not given)	·	5	-3
CC(=O)c1ccc(S(=O)(=O)Nc2cccc(-c3ccc4nncn4n3)c2)cc1	-7	-10	-4
C=C(C)Cn1c(=O)c2c(nc3n2CCN3c2ccc(C)cc2)n(C)c1=O	·	2	-12
O=C(C=Cc1ccco1)Nc1ccc(F)c([N+](=O)[O-])c1	-7	8	-10
Cc1ccccc1N(CC(=O)N(C)Cc1cccc(Cl)c1Cl)S(C)(=O)=O	·	8	-14
O=[N+]([O-])c1ccc2nc3c4ccccc4c4ccccc4c3nc2c1	·	-1	-5
Clc1ccc(-c2cncnc2)cc1Cl	·	-4	-16
Cc1cc(C)c2oc(=O)n(C3CCN(C(=O)c4ccc(Cl)nc4)CC3)c2c1	-10	3	-10
CC(=O)NCCNC(=O)C1(C)CCN1Cc1ccc2ccccc2c1 (stereo not given)	·	0	-3
COc1ccnc2c1c(=O)n(CC#N)c(=O)n2C	28	1	5
O=C(c1ccccc1[N+](=O)[O-])N(Cc1cccnc1)c1nc2ccc(F)cc2s1	-5	-16	1
CN(C)c1cc(C(F)(F)F)nc(SCc2ccc(C(=O)NCc3ccccn3)cc2)n1	-5	17	-5
O=C(NCc1ccccc1)c1c2c(nn1C1CCS(=O)(=O)C1)CCC2 (stereo not given)	·	4	4
O=C(CSc1ncnc2c1nnn2Cc1ccc(F)cc1)N1CCCc2ccccc21	3	14	-7
Cc1nc2ccccc2nc1NCCC1CCCO1 (stereo not given)	·	1	-3
CCOC(=O)c1c(NCc2ccccc2)c2cccc(Cl)c2[nH]c1=O	-3	-2	-3
CC(=O)Nc1ccc(-c2c(-c3ccccc3)ncn2C2CC=CC2)cc1	·	17	-1
CCNC(=O)N1CCC(NC(=O)CSC(C)C)CC1	·	21	-6
(list continues)
SMILES	mcGAS inh	NPYLR7 agonist	hcGAS lum
COCc1ccc(C(=O)NCc2cccnc2-n2cnc3ccccc32)o1	·	1	-3
Fc1ccc(N2CCCN(Cc3ccc(-c4ccn[nH]4)o3)CC2)cc1	-16	2	-5
Cn1c(SCc2ccc(Br)cc2F)nnc1-c1cccnc1	·	6	-3
CC(C)CN(C(=O)CN(C)C1CCCCC1)c1c(N)n(CC(C)C)c(=O)[nH]c1=O	·	8	-8
N#CC(c1ccccc1)c1ccc(N)cc1 (stereo not given)	·	1	-6
C=CCN(Cc1nccn1Cc1ccccc1)C(=O)CCc1ccccc1	-5	22	-5
CC1CCc2c(sc3nc(SCC#N)nc(SCC#N)c23)C1 (stereo not given)	-1	-3	-2
O=C(CN1CCC[C@H]1C(=O)NC(c1ccccc1)c1ccccc1)Nc1ccccc1-n1cccc1	·	4	8
CC(C)c1ccc(S(=O)(=O)Nc2ccccc2C(=O)NCCc2ccc(F)cc2)cc1	-4	-2	-3
OCCN(C=NC1=NN(c2ccccc2)CC1)CCO	-5	-4	-4
Cc1nc(C2CC2)nc2sc(C(=O)NC(C)c3ccc(Cl)cc3)c(C)c12 (stereo not given)	-14	9	-8
CC(C)CCNCc1cn[nH]c1-c1cccs1	-5	6	-6
COc1ccc(S(=O)(=O)N(Cc2cccnc2)Cc2nccn2Cc2ccccc2C(F)(F)F)cc1	-11	18	-10
O=C(Nc1n[nH]c(C2CCCCC2)n1)N1CCCC(c2ccccc2)C1 (stereo not given)	·	-3	2
Cc1ccc(-c2nc3ccccn3c2NC(=O)C(c2ccccc2)c2ccccc2)cc1	-10	-1	-8
CC1=NS(=O)(=O)c2cc(C(=O)O)ccc2N1CC(C)C	-5	2	-3
COc1cccc(-c2nc(C=Nc3ccc(Cl)cc3C)c(O)o2)c1	·	-7	-4
COc1cc(OC)cc(-n2c(-c3ccccc3)cc(C(=O)N3CCOCC3)c2C)c1	-5	-4	-4
CC(O)CNc1ncnc2sc3c(c12)CCC3 (stereo not given)	1	1	3
COc1ccc(CCOc2nc(-c3ccccc3F)n(-c3ccc(NC(=O)c4ccc(C(F)(F)F)cc4)cc3)n2)cc1	-5	15	-10
Cc1nnc(NC(=O)c2ccc(Cl)c(NS(C)(=O)=O)c2)s1	13	2	-1
C=CCN1CC2=C(C1=O)C(c1ccc(Br)cc1)NC(=O)N2 (stereo not given)	·	2	-4
COc1ccc(CN(Cc2nc3cc(C)ccc3o2)C(=O)c2cc(OC)cc(OC)c2)cc1	-5	0	-7
CCOC(=O)Cn1c(=O)c2c(nc3n(-c4cc(C)cc(C)c4)c(C)c(C)n23)n(C)c1=O	-9	0	-4
CN(C)c1nc(N)nc(CSc2ncc(-c3ccc([N+](=O)[O-])cc3)[nH]2)n1	-6	-9	-4
COC(=O)N1C(C)C2C=CC1C(C(=O)O)C2C(=O)O (stereo not given)	·	0	3
O=C(c1cc(-c2ccc([N+](=O)[O-])cc2)nn1-c1ccccc1Cl)N1CCN(c2cccc(C(F)(F)F)c2)CC1	0	3	4
C=CC[C@@H]1CC=C[C@@H](C)N1C(=O)c1cn2c3c(cccc3c1=O)CC2	-11	0	-5
C=CCn1c(SCc2cccc(C)c2)nc2c1c(=O)n(C)c(=O)n2C	·	2	-1
OCCN1CCN(c2cc(-c3ccc4ccccc4c3)nc3ccnn23)CC1	-2	-3	-7
O=C(c1ccc(=O)[nH]c1)N1CCC(N2CCCC(C(=O)N3CCCC3)C2)CC1 (stereo not given)	·	17	-3
CC(=O)Oc1ccc2c(c1)CCC1C2CC[C@@]2(C)C1CC[C@@H]2OC(C)=O (stereo not given in full)	-6	·	-4
Cc1ccc(OCC(=O)Nc2nc(CN3CCCCC3)cs2)c(C)c1	-7	-1	-5
COc1ccc(S(=O)(=O)N2CCC(C(=O)NC3CCCC[C@H]3NC(=O)c3ccccc3)CC2)cc1 (stereo not given in full)	-5	11	-2
Cc1cc(C(=O)NCC(C)(C)c2ccc3c(c2)OCO3)ccc1-n1cnnn1	·	8	-2
CC(=O)Nc1ccc(S(=O)(=O)N2CCn3cccc3C2C)cc1 (stereo not given)	-6	6	-5
CCn1nc(C)c(CNC(C)CC(C)(C)OC)c1C (stereo not given)	·	1	-3
COc1ccsc1C(=O)N1CCCC1c1c(C)nn(C)c1Cl (stereo not given)	·	1	-9
CCc1[nH]nc(C(=O)N2CCCC(CNS(=O)(=O)c3ccc(OC)cc3)C2)c1C (stereo not given)	-4	-2	-5
CNC(=S)NN=Cc1cc2c(cc1[N+](=O)[O-])OCO2	-8	3	-10
Fc1ccc(Br)c(CSc2nnc(-c3cc(-c4ccccc4)nc4ccccc34)n2CC2CCCO2)c1 (stereo not given)	0	0	6
